ERp5 inh: inhibitors of ERp5-driven insulin aggregation, primary screen, biochemical, turbidity, absorbance 650 nm, single point; 90 min; inhibition, % at 9.99 µM; 350,000 compounds, 0.05% hits; AID 651711, 2012;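 active = mean replicate inhibition above about 25%, with every replicate also reaching it, limit read from the data, passing the limit was not always enough; inconclusive = only one of those two criteria met; inactive = neither criterion met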
Target sequence (Q15084 whole entry, looked up): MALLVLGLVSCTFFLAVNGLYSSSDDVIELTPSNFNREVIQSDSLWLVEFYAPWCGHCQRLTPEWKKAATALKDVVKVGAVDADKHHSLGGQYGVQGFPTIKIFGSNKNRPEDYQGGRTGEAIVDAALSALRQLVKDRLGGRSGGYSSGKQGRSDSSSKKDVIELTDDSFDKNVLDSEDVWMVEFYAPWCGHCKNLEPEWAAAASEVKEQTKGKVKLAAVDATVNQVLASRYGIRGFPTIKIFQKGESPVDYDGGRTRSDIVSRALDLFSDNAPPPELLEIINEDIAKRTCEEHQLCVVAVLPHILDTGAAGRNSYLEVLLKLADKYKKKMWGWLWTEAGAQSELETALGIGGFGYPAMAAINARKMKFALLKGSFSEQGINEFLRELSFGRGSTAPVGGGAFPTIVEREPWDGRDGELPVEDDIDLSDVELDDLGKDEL
ERAP1 HTS inh: human ERAP1 aminopeptidase inhibitors, primary screen, biochemical, single point, plate reader. Endoplasmic reticulum aminopeptidase 1 (Homo sapiens), Q9NZ08. recombinant ERAP1, Leu-AMC fluorescence, 60 min. inhibition, % at 10.7 µM. 340,000 compounds, 0.15% hits;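 active = mean replicate inhibition of at least 30%, or all replicates individually reaching that 30% level; inactive = mean below 30% and not every replicate reaching it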;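 also: 0% = neutral control wells and 100% = L-leucinethiol positive control wells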
SIRT5 inh: SIRT5 desuccinylase inhibitors, primary screen, biochemical, fluorescence imaging, single point, set 5; 330,000 compounds, 1.1% hits; AID 652115, 2013; inhibition, % at 15 µM; NAD-dependent protein deacylase sirtuin-5, mitochondrial (Homo sapiens), Q9NXA8; Purified SirT5, succinyl-peptide AMC, trypsin-coupled fluorescence; in the data active = inhibition above about 15%; inconclusive = no clear call, values can overlap the other calls
Target sequence (Q9NXA8 whole entry, looked up): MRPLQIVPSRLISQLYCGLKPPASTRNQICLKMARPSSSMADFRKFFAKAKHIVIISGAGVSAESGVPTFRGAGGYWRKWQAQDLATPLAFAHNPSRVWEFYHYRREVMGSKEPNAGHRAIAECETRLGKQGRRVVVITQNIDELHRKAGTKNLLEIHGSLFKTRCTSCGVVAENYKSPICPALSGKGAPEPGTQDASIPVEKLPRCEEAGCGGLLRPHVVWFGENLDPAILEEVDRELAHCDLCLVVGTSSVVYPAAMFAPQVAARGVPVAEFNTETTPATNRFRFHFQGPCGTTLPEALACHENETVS
DENV2 CPE: inhibitors of DENV2 cytopathic effect, primary screen, cell-based, plate reader, single concentration; CPE inhibition, % at 9.99 µM; DENV2-infected cells, cytopathic effect rescue; 350,000 compounds, 1.7% hits; AID 651640, 2012; in the data active = CPE inhibition above about 20%, passing the limit was not always enough; inconclusive = no clear call, values can overlap the other calls; tested in BHK-21 cells;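 also: 0% = median of neutral control wells and 100% = median of positive control wells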
CASP6 VEID inh: human caspase-6 inhibitors, primary screen, biochemical, VEID-R110 fluorescence, single point, set 2 | AID 686996, 2013 | 350,000 compounds, 0.53% hits | purified caspase-6, Z-VEID-R110 cleavage fluorescence | inhibition, % at 12.5 µM;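 active = mean inhibition across replicates at least about 35%, with every replicate also reaching that limit, limit read from the data; inconclusive = only one of the two criteria met; inactive = neither criterion met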;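 also: 0% = median of neutral control wells and 100% = no fluorescence left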
Target sequence (P55212 24-179 limits assumed): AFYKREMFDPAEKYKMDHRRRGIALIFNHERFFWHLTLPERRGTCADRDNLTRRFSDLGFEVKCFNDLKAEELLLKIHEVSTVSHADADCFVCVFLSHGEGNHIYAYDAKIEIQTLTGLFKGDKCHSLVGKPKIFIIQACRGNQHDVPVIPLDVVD
Target sequence (P55212 194-293 limits assumed): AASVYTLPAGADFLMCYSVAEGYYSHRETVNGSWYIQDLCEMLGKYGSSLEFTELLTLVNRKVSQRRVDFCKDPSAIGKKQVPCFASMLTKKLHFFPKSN
miR122 inh: miR-122 Renilla sensor signal increase in Huh7, primary screen, miR-122 inhibitor project, cell-based, single point, plate reader | Huh7 miR-122 Renilla luciferase sensor, 48 h; neutral wells = 0, positive control = 100 | activation (reporter increase), % at 12.5 µM | 340,000 compounds, 0.3% hits;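 active = mean replicate activation score at least 90 and every replicate individually at or above 90; inconclusive = only one of the two criteria met; inactive = neither criterion met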;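 also: higher luciferase means less miR-122 activity so hits act as miR-122 inhibitors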
CFTR F508del cor: F508del CFTR correction, initial screen, CFBE line, single point; CFBE cells, YFP halide quenching; stimulated with forskolin plus potentiator P3; % fluorescence drop versus neutral controls; activity (quench increase), % at 7.58 µM; 350,000 compounds, 0.36% hits;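 active = mean added fluorescence quench of at least 8% versus neutral control, with both replicates also reaching 8%; inconclusive = only one of the mean or replicate conditions met; inactive = mean below 8% and not both replicates reaching 8%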;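 also: cells transiently co-express mutant CFTR-F508del with the halide-sensitive YFP; corrector assay measuring rescue of mutant channel to the surface after 24 h compound exposure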
* hit, by the source's call; ? = inconclusive; nt = not tested or not shown; [ ] = remark or other dose.

SMILES	ERp5 inh	ERAP1 HTS inh	SIRT5 inh	DENV2 CPE	CASP6 VEID inh	miR122 inh	CFTR F508del cor
COc1cc2c(cc1OC)CN(C(=O)[C@H]1[C@@H]3C(=O)O[C@@H](c4ccccc4)[C@@H](c4ccccc4)N3[C@@H](c3ccccc3OCCO)[C@]13C(=O)Nc1ccc(C#CC4=CCCCC4)cc13)CC2	1	0	11	7	2	nt	-2.1
CN(C)c1ccc(N2C(=NC(=O)CCC3CCCC3)SC3CS(=O)(=O)CC32)cc1 (configuration not stated)	-1	-1	-9	7	-2	-3	2.1
NC(=O)c1cc(S(=O)(=O)NCCc2ccccc2)cs1	2	1	-5	-4	-2	10	-0.4
CCCNC(=O)COc1ncnc2sccc12	1	-1	-3	2	1	12	-1.2
O=C(Nc1ccccc1N1CCOCC1)c1cc(F)cc(F)c1	2	4	-3	9	1	nt	0.6
COc1ccccc1NC(=O)Nc1nc(CC(=O)NC2CCCC2)cs1	-1	-1	0	7	4	nt	-2.0
Cc1cc(NC(=O)CCC(=O)N(Cc2cccnc2)C(C(=O)NC(C)(C)C)c2ccccc2Cl)no1 (configuration not stated)	1	-5	nt	1	0	-4	0.8
C[C@@H](NC(=O)c1nc[nH]c1C(=O)NCCCCCNC(=O)OC(C)(C)C)c1ccccc1	-10	-3	nt	?	-3	-2	-0.2
C[C@@H]1CC=C[C@H]2[C@H]1C(=O)N(Cc1ccccc1)[C@H]2c1ccc(Br)cc1F	-5	-2	nt	-6	-2	2	-0.3
CCN(CC)CCNC(=O)Cn1nc(Cc2ccncc2)c2ccccc2c1=O	1	1	-3	9	-36	-11	-0.8
O=C(Cn1nc(-c2ccccc2)ccc1=O)NCc1ccc2c(c1)OCO2	-4	11	1	6	0	-4	-0.8
C=CCNC(=O)C1CC2Cn3c(nc4ccccc43)C2N1C (configuration not stated)	3	0	nt	-12	3	-1	-2.7
Cc1ccc(CN2CCN(Cc3cccc(OCCO)c3)CC2CCO)o1 (configuration not stated)	4	4	0	9	-6	nt	-1.3
CCOC(=O)C1CCN(C(=O)C2CC(=O)N(c3ccc(C)cc3)C2)CC1 (configuration not stated)	2	-2	-1	5	4	nt	0.4
CN1CCN(C(=O)c2ccc3nc(-c4ccccc4)c(-c4ccccc4)nc3c2)CC1	-1	-4	-5	15	12	nt	2.4
CC(C)Oc1ccc(S(=O)(=O)N2CCCCC2)cc1NC(=O)CN1C(=O)NC(C)(c2ccccc2)C1=O (configuration not stated)	-1	-2	1	-2	2	0	0.6
CN(C)C(=S)Oc1ccccc1C1SCCS1	-2	-9	-4	-3	-1	nt	nt
COc1ccc(-c2cnc3c(c2)C(=O)N([C@@H](C)CO)C[C@@H](C)[C@@H](CN(C)C(=O)CN(C)C)O3)cc1	4	-1	1	-3	1	1[16.7 µM]	0.0
C=CCn1c(=NC(=O)c2cccc(N3C(=O)CCC3=O)c2)sc2cccc(OC)c21	4	1	-3	10	3	6	0.7
Cc1ccc2nc(SCC(=O)Nc3cccc4ccccc34)nc(=O)n2c1	-2	-2	1	0	1	-8	-2.8
OC(c1ccco1)c1nc(-c2ccc(F)c(Cl)c2)cs1 (configuration not stated)	-1	-1	nt	-15	6	3	-0.9
CN1CCN(Cc2coc3c(Cl)cc(Cl)cc3c2=O)CC1	0	1	0	6	-3	4	-2.3
Cc1ccc2cc(NC(=O)c3cccc(F)c3)ccc2n1	0	nt	0	-2	-1	4	-0.5
NC(=O)C1CCN(C(=O)C2CC(=O)N(Cc3ccccc3)C2)CC1 (configuration not stated)	7	2	3	5	3	-1	-3.1
C#CCN1CC(COc2ccccc2)Oc2cccc(Oc3ccc(C(C)C)cc3)c2S1(=O)=O (configuration not stated)	7	nt	nt	1	-7	nt	1.4

Some of these compounds in order of their number in CASP6 VEID inh, smallest number first.
Molecule | CASP6 VEID inh
CCN(CC)CCNC(=O)Cn1nc(Cc2ccncc2)c2ccccc2c1=O | -36
CCCNC(=O)COc1ncnc2sccc12 | 1
C=CCn1c(=NC(=O)c2cccc(N3C(=O)CCC3=O)c2)sc2cccc(OC)c21 | 3

Other results follow:
SMILES	ERp5 inh	ERAP1 HTS inh	SIRT5 inh	DENV2 CPE	CASP6 VEID inh	miR122 inh	CFTR F508del cor
CC(c1ccccc1)N1CC(C(=O)Nc2ccc(F)cc2)CC1=O (configuration not stated)	3	-7	0	-7	1	nt	0.9
COCCNC(=O)C(=O)Nc1cc2c3c(c1)CCC(=O)N3CCC2	2	5	-1	3	2	-4	0.8
CC(C)NC(=O)N[C@@H]1CC[C@H](CCNC(=O)C2CCOCC2)O[C@H]1CO	1	2	-1	1	4	11[16.7 µM]	-0.8
NC(=O)C(c1ccc(Br)cc1)c1ccc(C(=O)c2ccccc2)cc1 (configuration not stated)	2	1	3	3	5	2	-1.4
Cc1noc(C)c1COc1ccc(C(=O)NCCc2ccccn2)cc1	-2	5	-1	6	3	nt	3.7
O=C(C[C@H]1CC[C@@H]2[C@H](COC[C@@H](O)CN2C(=O)c2ccccc2)O1)Nc1ccccc1	2	0	3	8	0	4[16.7 µM]	-3.3
COc1ccc(NC(=O)N2CC(=O)N3[C@H](CO)[C@@H](c4ccc(C5=CCCC5)cc4)[C@H]3C2)cc1	-3	3	-4	9	1	nt	2.1
CCOc1ccc(C(CC(=O)O)n2cnnn2)cc1OC (configuration not stated)	3	-4	-4	2	-2	5	3.8
O=C(CCN1C(=O)/C(=C\c2ccc(F)cc2)SC1=S)Nc1ccc(O)cc1	-1	3	0	4	0	1	1.9
CCCNC(=O)N(C)C[C@@H]1Oc2cc(C#CC3CC3)ccc2S(=O)(=O)N([C@@H](C)CO)C[C@H]1C	-4	1	1	-2	0	18[16.7 µM]	0.1
C[C@H]1CN([C@@H](C)CO)S(=O)(=O)c2ccc(-c3ccncc3)cc2O[C@H]1CN(C)C(=O)CN(C)C	2	3	0	6	2	2[16.7 µM]	0.4
Cc1cccc(C)c1-n1c(C)nn(CCOc2ccccc2)c1=O	3	-1	4	10	1	6	-1.6
CS(=O)(=O)N1CCc2cc(C(=O)N3CCN(c4cccc(Cl)c4)CC3)ccc21	1	4	2	-4	1	-2	2.2
N#C[C@H]1[C@H](c2ccc(C#CC3CCCC3)cc2)[C@H](CO)N1C(=O)Cc1ccccn1	-1	2	0	?	2	nt	0.1
CC(=O)NC(Cc1ccccc1)C(=O)NC1CCN(c2ncccc2[N+](=O)[O-])CC1 (configuration not stated)	-1	-1	-1	16	0	nt	-0.6
Oc1c(Br)cc(Br)cc1CNc1cnc2ccccc2c1	4	-4	-2	?	-1	-2	2.2
COc1ccccc1OCCNC(=O)c1cc([N+](=O)[O-])cc([N+](=O)[O-])c1	-4	5	0	6	0	nt	2.9
C[C@@H]1CN([C@@H](C)CO)C(=O)c2cc(NS(=O)(=O)c3ccc(F)cc3)ccc2O[C@@H]1CN(C)S(=O)(=O)c1ccc(Cl)cc1	7	1	3	17	-2	49[16.7 µM]	4.0
CCCCN(C(=O)C(C)Oc1cccc(Cl)c1)c1c(N)n(CCC)c(=O)[nH]c1=O (configuration not stated)	0	5	-8	5	-1	nt	2.1
COc1ccc(NC(=O)CN2CCN(c3ccccc3C)CC2)cc1	4	-2	-5	2	0	4	0.6
CN1C(=O)/C(=C/c2cc3c(cc2Br)OCO3)NC1=S	6	-3	7	1	-3	-6	2.3
CCOC(=O)N1CCc2c(sc3c2c(=O)n(Cc2ccccc2)c(=O)n3CC(=O)NCCOC)C1	5	1	nt	-3	2	-16	-0.6
CCn1cnc2c1c(=O)n(CC(=O)NN)c(=O)n2Cc1ccccc1	3	-10	-1	-5	1	5	1.8
Cc1cc(C(=O)NC2CCCCCCC2)ccc1[N+](=O)[O-]	-3	2	-2	-7	-1	1	-2.3
C[C@@H]1CN([C@H](C)CO)C(=O)Cc2cc(NS(=O)(=O)c3ccc(F)cc3)ccc2O[C@H]1CN(C)S(=O)(=O)c1cccs1	3	0	5	17	-2	-4[16.7 µM]	-0.1
The list goes on:
SMILES	ERp5 inh	ERAP1 HTS inh	SIRT5 inh	DENV2 CPE	CASP6 VEID inh	miR122 inh	CFTR F508del cor
Cc1cc(C(=O)Nc2cccc3c2O[C@@H](CN(C)Cc2ccc(C(=O)O)cc2)[C@@H](C)CN([C@@H](C)CO)C3=O)n(C)n1	2	-1	-4	2	3	-2[16.7 µM]	0.6
NC(=O)C1CCCN(CC(=O)Nc2ccccc2C(=O)NC2CC2)C1 (configuration not stated)	-6	0	-3	-6	-2	-7	-0.9
C[C@@H]1CN([C@@H](C)CO)C(=O)c2cc(-c3ccncc3)cnc2O[C@H]1CN(C)Cc1cccnc1	-6	0	3	4	-3	1[16.7 µM]	-2.5
Cc1ncc(CO)c(/C=N/NC(=S)Nc2ccc(C(C)C)cc2)c1O	5	-1	-1	-1	4	12	0.4
Cc1cccc(OC(C)C(=O)N2CCN(Cc3ccc4c(c3)OCO4)CC2)c1 (configuration not stated)	4	1	-2	-1	-3	-4	5.7
C=CCN(Cc1ccccc1)C(=O)[C@H]1N(Cc2ccc(OC)cc2)C(=O)[C@@H]2[C@@H](C(=O)O)C3C=CC21O3 (some centres not stated)	1	4	-2	1	9	nt	0.2
COc1cccc(-c2cnc3c(c2)C(=O)N([C@@H](C)CO)C[C@H](C)[C@H](CN(C)C(C)=O)O3)c1	2	-3	2	-11	1	-3[16.7 µM]	2.8
CC(=NNC(=O)c1cc(C)nc2ccccc12)c1ccc(N2CCOCC2)cc1	4	1	14	6	2	-6	-2.2
Cc1ccc2nc(NC(=O)c3ccc(N4C(=O)CCC4=O)cc3)sc2c1	1	-3	-3	2	-1	nt	2.4
O=C1C(=O)N(CCCn2ccnc2)C(c2cccc(Br)c2)/C1=C(\O)c1ccc2c(c1)OCCO2 (configuration not stated)	4	6	1	-5	2	-6	0.8
C[C@@H]1CN([C@H](C)CO)S(=O)(=O)c2ccc(-c3cccc(C#N)c3)cc2O[C@H]1CN(C)Cc1cccc(F)c1	0	8	3	-19	-7	-7[16.7 µM]	0.1
O=[N+]([O-])c1c(NCc2ccco2)ncnc1NCc1ccco1	7	3	nt	?	1	-3	-4.2
CC(C)C[C@H](NC(=O)c1ccc(Cl)cc1Cl)C(=O)N1CCC[C@H]1C(=O)NCc1ccccc1	1	1	9	-2	0	nt	-2.5
CO[C@@H]1CN(C)C(=O)c2cc(NC(=O)Nc3ccccc3)ccc2OC[C@@H](C)N(CC2CC2)C[C@@H]1C	-4	2	-3	-6	nt	-7[16.7 µM]	-0.1
CC(C)CNc1oc(-c2ccc(F)cc2)nc1C#N	9	1	nt	14	-3	-5	-3.4
Cc1noc(C(=O)NCc2ccc(F)cc2)c1Cl	3	0	-2	-8	0	-5	2.5
COc1ccccc1NC(=O)c1cc2cc(Br)ccc2oc1=N	-2	2	-5	-3	-4	nt	4.8
Cc1ccc(-c2cnc3c(c2)C(=O)N([C@@H](C)CO)C[C@@H](C)[C@H](CN(C)CC2CCOCC2)O3)cc1	-1	1	-3	9	-2	-10[16.7 µM]	0.0
CCCC(=O)Nc1nc(-c2ccccc2)c(CC)s1	-4	-3	-3	0	0	nt	-0.1
Cc1ccc(-c2cnc3c(c2)C(=O)N([C@@H](C)CO)C[C@@H](C)[C@H](CN(C)C(=O)CN(C)C)O3)cc1	1	nt	0	?	nt	nt	-1.6
CCC(=O)N1[C@@H]2c3cccc(=O)n3C[C@@H]2[C@@H](CO)[C@@H]1C(=O)NCc1ccc(F)cc1	2	2	0	0	0	nt	nt
COc1ccc(-c2cn(CCC(=O)O)c(-c3ccncc3)n2)cc1	3	nt	nt	-3	0	-5	-2.5
